Rab9 promoter act – Rab9 promoter activation; Huh7 Rab9 promoter-luciferase reporter, luminescence, 24 h; Potency, µM (doses to about 9.22 µM), for inactives: at the top dose activation, negative = inhibition, actives largely listed as activators; 320,000 tested, 2.8% active; AID 485297; further: potency means the concentration at half of the fitted maximal effect; % of control where 0% means no effect; nearly all actives have a fitted effect of over 60% in size
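Rab9 promoter-driven luciferase in stably transfected Huh7 cells; 1500 cells/well rested 2 h, exposed to compound in DMSO for 24 h at 37 °C, 5% CO2. Luminescence read 10 min after adding luciferase reagent at ambient temperature.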
KCNH2 3.1 block – blocks the human KCNH2 3.1 channel isoform | activity change, % (tested at about 1.8 µM) | U2OS KCNH2 3.1, thallium flux FluxOr; hits give low values | 340,000 tested, 0.95% active | AID 720553;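 active means maximum activity change below -70%; inconclusive means maximum activity change from -70% to -50%; inactive means maximum activity change above -50%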;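 further: thallium influx rate constant from kinetic fluorescence after stimulation buffer; on the % scale 0 is the no-effect control and ±100 the full control effect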
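Normalized rate constant (relative to positive and negative DMSO controls) derived from a 2 min kinetic fluorescence read after stimulation; U2OS cells expressing the 3.1 isoform via virus at 1.77 x 10^8 /mL.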
VP16 counter – inhibits Gal4-VP16 luciferase reporter, ROR gamma counter-screen | AID 2546 | 310,000 tested, 3.5% active | Drosophila S2 Gal4-VP16 UAS-luciferase, luminescence, 20 h | Potency, µM (doses to about 53.6 µM), inactives show at the highest dose activity, negative = inhibition, usual class: inhibitors;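 further: Gal4-VP16 expression switched on by copper sulfate through the metallothionein promoter; potency means the concentration at half of the fitted maximal effect; on the % scale 0 is the no-effect control and ±100 the full control effect; nearly all actives have a fitted effect of over 50% in size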
FBPA coupling cs – inhibits coupling enzyme system, counter-screen for aldolase hits; coupling enzyme system counterscreen, AmpLite Red fluorescence; activity change, negative = inhibition, % at 58.2 µM, hits read low; 290,000 tested, 0.67% active; AID 2472; in the data active means activity change below about -30%; further: on the % scale 0 is the no-effect control and ±100 the full control effect
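Counterscreen lacking aldolase: glyceraldehyde-3-phosphate coupling-enzyme reagent preincubated 10 min at RT with compound (at 57.5 uM final), then substrate/coupling system with AmpLite Red added; fluorescence read at 525/598 nm after 20 min RT.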
uPA generation – inhibitors of cell surface uPA generation. cell surface uPA generation assay, qHTS. Potency, µM (doses to about 38.3 µM), without a hit: at the highest dose activity change, negative = inhibition, usual class: inhibitors. 330,000 tested, 0.31% active; active means well fitted inhibition curve with a large enough effect; inconclusive means small, poorly fitted or top-dose-only effect; inactive means no such curve, though single readings can be large or run the other way; tested in mouse RAW 264.7 cells; further: potency means the concentration at half of the fitted maximal effect; on the % scale 0 is the no-effect control and ±100 the full control effect; nearly all actives have a fitted effect of over 55% in size
ELG1 genotox – induces genotoxicity in HEK293T cells with luciferase-tagged ELG1 | HEK293T ELG1-luciferase reporter, luminescence, 16 h | AID 504466 | Potency, µM (top dose mostly 46 µM), for the others: at the top dose activity change, positive = activation, actives largely listed as activators | 330,000 tested, 1.3% active; further: potency means the concentration at half of the fitted maximal effect; % of control where 0% means no effect; nearly all actives have a fitted effect of over 60% in size
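Luminescence read-out: rising ELG1-luciferase signal, reflecting elevated ELG1 protein under genetic stress, flags genotoxic compounds. Cells were treated for 16 hr at 37 °C before ONE-Glo detection.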
Tb PFK block – T. brucei PFK enzyme inhibition | Potency, µM (series often up to 57.5 µM), inactives show at the highest dose activity, negative = inhibition, hits mostly inhibitors | AID 485367 | T. brucei PFK, ADP-Glo luminescence | 330,000 tested, 0.17% active | O15648;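 further: potency means the concentration at half of the fitted maximal effect; 0% = uninhibited 1x PFK enzyme wells and -100% = no-enzyme wells; nearly all actives have a fitted effect of over 60% in size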
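Luminescent ADP detection (ADP-Glo, two-step: ATP depletion then ADP-to-ATP conversion for luciferase) reported PFK activity after 45 min room-temperature reaction of 1.25 nM enzyme with 0.5 mM F6P and 0.1 mM ATP at pH 8.0.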
RORgamma inh – blocks mouse ROR gamma transcriptional activity; Drosophila S2 Gal4-RORgamma UAS-luciferase reporter, 20 h; Potency, µM (highest dose often 53.6 µM), for inactives: at the highest dose activity change, negative = inhibition, hits mostly inhibitors; 310,000 tested, 5.4% active; AID 2551; further: potency means the concentration at half of the fitted maximal effect; on the % scale 0 is the no-effect control and ±100 the full control effect; nearly all actives have a fitted effect of over 60% in size
Target sequence (P51450 whole entry, looked up, the tested form may be a part): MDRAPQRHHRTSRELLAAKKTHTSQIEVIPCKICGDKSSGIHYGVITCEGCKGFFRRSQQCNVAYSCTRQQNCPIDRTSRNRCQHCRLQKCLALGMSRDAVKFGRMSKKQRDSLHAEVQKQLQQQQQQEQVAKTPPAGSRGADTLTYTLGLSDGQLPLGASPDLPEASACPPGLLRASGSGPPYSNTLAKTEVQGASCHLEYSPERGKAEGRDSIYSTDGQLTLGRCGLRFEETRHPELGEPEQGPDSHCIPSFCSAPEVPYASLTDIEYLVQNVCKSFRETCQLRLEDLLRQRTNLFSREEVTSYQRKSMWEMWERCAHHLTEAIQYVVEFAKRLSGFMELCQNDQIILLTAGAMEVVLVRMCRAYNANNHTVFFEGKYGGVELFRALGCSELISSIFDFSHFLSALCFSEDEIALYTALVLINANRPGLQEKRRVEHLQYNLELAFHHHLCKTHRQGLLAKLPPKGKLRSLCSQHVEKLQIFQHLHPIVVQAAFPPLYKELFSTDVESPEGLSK
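ROR gamma transcriptional activity was tracked as Gal4-UAS luciferase output in stably transfected Drosophila Schneider cells, with compound added 1 hr before 700 uM copper sulfate induction and a 20 hr ambient-temperature incubation.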
Giardia killer – kills Giardia lamblia. activity change, % at 7.66 µM, hits read low. 340,000 tested, 0.15% active. Giardia lamblia trophozoite viability. AID 540267; in the data active means activity change below about -80%; inconclusive means between about -30% and that limit;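 further: parasites exposed to compound for two days anaerobically before the ATP read; on the % scale 0 is the no-effect control and ±100 the full control effect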
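Trophozoite viability was measured as ATP-dependent luminescence, read 15-30 min after reagent addition. Before that, parasites at 100 cells/well were exposed to compounds for 48 h, anaerobically, at 37 deg C.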
FLuc modulator – firefly luciferase modulation, counter-screen for miR-21 project | P08659 | purified FLuc, Km substrates, luminescence inhibition | Potency, µM (doses to about 57.5 µM), without a hit: at the top dose activity change, negative = inhibition, usual class: inhibitors | 360,000 tested, 6.9% active | AID 588342;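 further: potency means the concentration at half of the fitted maximal effect; plate controls were vehicle for no effect and reference inhibitor for full effect; nearly all actives have a fitted effect of over 55% in size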
Target sequence (P08659 whole entry, looked up): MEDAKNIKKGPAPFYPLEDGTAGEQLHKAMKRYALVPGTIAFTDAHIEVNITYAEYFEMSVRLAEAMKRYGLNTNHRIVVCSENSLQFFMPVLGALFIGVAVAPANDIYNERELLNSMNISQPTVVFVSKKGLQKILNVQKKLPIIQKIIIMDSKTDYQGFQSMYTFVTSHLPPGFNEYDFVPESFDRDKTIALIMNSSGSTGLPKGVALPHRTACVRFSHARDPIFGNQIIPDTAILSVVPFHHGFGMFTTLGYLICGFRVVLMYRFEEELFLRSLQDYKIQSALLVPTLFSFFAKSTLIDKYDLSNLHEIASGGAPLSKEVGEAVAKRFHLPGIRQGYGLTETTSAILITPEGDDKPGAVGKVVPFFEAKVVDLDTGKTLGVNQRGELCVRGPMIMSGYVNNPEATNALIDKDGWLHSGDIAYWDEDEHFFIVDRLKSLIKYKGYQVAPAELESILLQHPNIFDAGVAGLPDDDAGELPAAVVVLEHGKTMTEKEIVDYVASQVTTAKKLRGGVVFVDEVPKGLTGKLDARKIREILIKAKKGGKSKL
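Biochemical qHTS of compounds, final roughly 60 µM downward over six points, against 10 nM purified firefly luciferase using Km concentrations of substrates (10 uM D-luciferin, 10 uM ATP) in Tris acetate pH 7.5 buffer; luminescence output.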
NPC1 promoter act – activates the NPC1 promoter; Huh7 NPC1 promoter luciferase reporter, 24 h; Potency, µM (top dose mostly 9.22 µM), inactives show at the top dose activation, usual class: activators; 320,000 tested, 2.4% active; AID 485313;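 further: potency means the concentration at half of the fitted maximal effect; % of control where 0% means no effect; nearly all actives have a fitted effect of over 60% in size; reporter is driven by a mutant NPC1 promoter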
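Stably transfected Huh7 (NPC1 promoter→luciferase), 1500 cells/well in Opti-MEM + 10% FBS, 2 h settle, then compound 24 h at 37 °C. Luminescence after 10 min with Amplite reagent.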
Numbers without * were called inactive; u = inconclusive; x = not tested or not shown; & = joins results of further samples; [ ] = dose if it differs, or a comment. Unless noted, the call rests on the fitted dose curve; in most records, active means well fitted curve in the direction sought with a large enough effect; inconclusive means small, poorly fitted or top-dose-only effect, or another doubt; inactive means no such curve, though single readings can be large; an effect the other way counts as inactive or inconclusive. This is a random part of the collection, and some 14% of all compounds hit somewhere here.

SMILES	Rab9 promoter act	KCNH2 3.1 block	VP16 counter	FBPA coupling cs	uPA generation	ELG1 genotox	Tb PFK block	RORgamma inh	Giardia killer	FLuc modulator	NPC1 promoter act
COc1ccc(NS(=O)(=O)c2cc(N/C(=N\S(=O)(=O)c3ccccc3)c3ccc(F)cc3)ccc2Cl)cc1	-3%	14	-5%	-5	-7%	-6%	-3%	u	-18	0%	-3%
COC(=O)c1ccc(NC(=O)CSCc2ccccc2)cc1	28%	33	17%	0	2%	u	-2%	u	-5	u	19%
Cc1c(C)c(C)c(S(=O)(=O)N2CCNCC2)c(C)c1C	2%	2	7%	4	-2%	3%	-3%	-21%	-1	-12%	-4%
Cn1cccc1C(C(=O)NC1CCCCC1)N(C(=O)Cc1cccs1)c1ccc2c(c1)OCO2 (stereo not given)	9%	13	-11%	-2	2%	8%	5%	-1%	13	-5%	7%
CC(C)c1cc(CNC(=O)CC2C(=O)NCCN2CC2CCCCC2)on1 (stereo not given)	-12%	-4	-9%	0	-39%	2%	-4%	3%	-3	0%	1%
COc1cccc(-n2c(COc3ccc(C)cc3)nnc2SCC(N)=O)c1	4%	-2	2%	1	-1%	1%	-3%	3%	1	4%	-3%
CCC1(C)Cc2ccccc2-c2nc(-c3ccccc3)oc(=O)c21 (stereo not given)	13%	-2	2%	-2	2%	-1%	0%	-14%	-7	4%	-2%
CCOc1ccc(C(=O)Nc2nnc(C3=COCCO3)o2)cc1	11%	-7	1µM*	x	4%	2%	2%	2.5µM*	-6	-4%	7%
O=C(N/N=C\c1ccc(-c2ccc([N+](=O)[O-])cc2)o1)C1COc2ccccc2O1 (stereo not given)	9%	-20	-27%	1	1%	-11%	u	0%	-10	5%	-1%
COc1ccc(N(CC(=O)NCc2ccco2)S(=O)(=O)c2c(C)nn(C)c2C)cc1	0%	49	-6%	3	8%	0%	-2%	14%	u	2%	5%
Cc1ccc(S(=O)(=O)c2nc(S(C)(=O)=O)sc2N2CCCCCC2)cc1	-2%	-20	-16%	x	-11%	-1%	-5%	10%	-20	3%	-1%
CC(NC(=O)NCCCn1ccnc1)(C(F)(F)F)C(F)(F)F	-5%	-9	0%	1	9%	2%	1%	-9%	14	2%	-2%
COc1ccccc1NC(=O)c1ccc(NC(=O)C2CC2C)cc1 (stereo not given)	x	15	x	x	2%	0%	-7%	x	7	x	x
CC(C)(C)c1ccc2c(c1)OC(C(=O)N/N=C\c1ccc[nH]1)CO2 (stereo not given)	-51%[inhibitor]	10	5µM*	x	u	-3%	1%	7.9µM*	-12	u	-42%[inhibitor]
O=C(c1cc2nc(-c3ccco3)cc(C(F)(F)F)n2n1)N1CCN(c2ccccc2)CC1	-7%	-1	0%	-2	-1%	-21%	-4%	u	7	0%	0%
O=C(NC(=S)Nc1cc(Cl)ccc1N1CCOCC1)c1ccccc1[N+](=O)[O-]	-6%	-38	3.5µM*	2	2%	-4%	-2%	3.5µM*	-18	5%	-2%
CCC(=O)Nc1ccc(N2CCC(C)CC2)cc1	23%	-13	19%	0	-3%	17%	0%	u	-5	u	13%
CCCCc1c(O)nc(SCC(=O)NCCc2ccc(OC)c(OC)c2)[nH]c1=O	-3%	-3	-4%	-3	-2%	-2%	-1%	5%	-17	0%	-3%
Cc1cc(=O)n2nc(N3CCC(C(=O)NCc4ccccc4Cl)CC3)sc2n1	6%	4	-7%	2	7%	0%[9.26 µM]	0%	4%	7	-3%&3%	-6%
CC1CCN(S(=O)(=O)c2cccc(-c3cn4cc(Cl)ccc4n3)c2)CC1	-3%	-1	2%	-2	4%	12%	0%	43%	5	u	-5%
CCCC(=O)Nc1c(-c2ccccc2)c(=O)c(C)nn1-c1ccc(C)cc1	-2%	6	2%	3	7%	0%	-3%	33%	-20	-1%	2%
C/C(=N\NC(=O)c1cccc([N+](=O)[O-])c1)c1cccnc1	-5%	21	-11%	1	6%	-1%	-1%	-2%	-5	0%	1%
COc1cccc(/C=N\NC(C)=O)c1OC/C=C/c1ccccc1	-1%	-18	11µM*	0	1%	-8%	-8%	8.9µM*	-9	-7%	-1%
CC1(C)CC2(CCO1)CNC(=O)O2 (stereo not given)	5%	-6	4%	5	1%	1%	1%	-5%	1	-2%	-2%
COc1ccc(NC(=O)Cn2nnc(C(=O)NCCc3ccc(OC)c(OC)c3)c2N)cc1	6%	-12	3%	2	-4%	1%	0%	0%	-5	2%	3%
CC(C)(C)OC(=O)NCCCC[C@H](NC(=O)c1[nH]cnc1C(=O)N[C@@H](Cc1ccccc1)C(=O)OCc1ccccc1)C(=O)OC(C)(C)C	x	-23	x	x	9%	-2%	5%	x	-19	x	x
CC(=O)c1ccc(OCc2ccc(C(=O)c3ccccc3)cc2)cc1	-23%	-2	u	-2	-9%	14%	-3%	u	5	-16%	-16%
CCOC(=O)C1=C(CC)Nc2ccccc2N=C1NC(=O)c1oc2ccccc2c1C	-3%	1	-6%	-1	3%	-14%	-1%	39%	-2	-1%	1%
Cn1cnnc1SCC(=O)Nc1ccccc1Sc1ccccc1	-2%	-2	-14%	-5	-5%	3%	0%	2%[10 µM]	4	-1%	8%
O=C(COc1cc(F)ccc1[N+](=O)[O-])Nc1cccc(Br)c1	19%	-28	-5%	0	0%	7%	-1%	14%	25	-4%	15%
CC1CCN(c2ccc3nnc(CCC(=O)NCCCOC(C)C)n3n2)CC1	1%	-8	-1%	4	1%	-1%	4%	-2%	-20	-2%	0%
N#CCCN(C(=O)COC(=O)c1cc(=O)c2ccccc2o1)c1ccccc1	1%	33	x	x	-3%	1%	2%	x	3	1%	-3%
CCCCN(CC)CCCNC(=O)C1c2ccccc2C(=O)N(C)C1c1cn(C)c2ccccc12 (stereo not given)	3%	-16	2%	2	1%	3%	2%	-21%	2	8%	-5%
CCN(CC)C(c1ccc(F)cc1)c1nnnn1C1CCCCC1 (stereo not given)	3%	-13	-1%	0	7%	2%	3%	-24%	18	4%	1%
O=C(Nc1ncn[nH]1)c1ccc(Cl)c(S(=O)(=O)N2CCCCCC2)c1	-4%	-20	-5%	0	x	13%	3%	u	-3	-2%	-3%
O=C(N/N=C/c1cccc(Oc2ccccc2)c1)c1cccc(O)c1	-3%	-25	0%	-1	-11%	15%	1%	20%	-4	17µM*	1%
CCc1noc(C)c1C(=O)Nc1ccc(S(=O)(=O)N2CCCCC2)cc1	-4%	5	x	x	1%	1%	-8%	x	35[activator]	0%	-1%
COc1ccc(C(=O)N(C)CCCC2CCCC2)cc1OC1CCN(C(C)C)CC1	0%	-9	-1%	1	u	-4%	-6%	-17%	4	2%	-3%
O=C(Nc1cccc(S(=O)(=O)N2CCCCC2)c1)c1ccc2c(c1)OCO2	-6%	8	-9%	-1	-2%	-5%	0%	u	-29	u	-3%
CC(CN1CCOCC1)OC(=O)COc1ccc(F)cc1 (stereo not given)	-9%	14	3%	0	1%	1%	-3%	-4%	2	-1%	-1%
Cc1cccc(CCNC(=O)Cc2ccc(NC3=NC4CS(=O)(=O)CC4S3)cc2)c1 (stereo not given)	3%	9	-2%	1	-3%	1%	-2%	-14%	-1	-2%	1%
CCc1ccc(NC(=O)CNS(=O)(=O)c2c(C)noc2C)cc1	6%	7	3%	1	-2%	-5%	0%	27%	12	0%	-1%
Cc1ccc(N(CC(=O)NC2CCCCC2)C(=O)CCCC(=O)Nc2ccccn2)cc1	-2%	-12	9%	-1	-2%	-3%	-2%	30%	6	-2%	-3%
O=C(CCN1C(=O)c2ccccc2S1(=O)=O)Nc1cc(Cl)ccc1Cl	-5%	4	x	x	1%	4%	1%	x	-11	-2%	-3%
COc1ccccc1N1CCN(CC(=O)Nc2ccccc2C(=O)NCCc2ccccc2)CC1	10%	4	x	x	3%	-3%	-5%	x	-25	-9%	17%
CSc1nnc(C)c(=O)n1COC(=O)c1ccc(S(=O)(=O)N2CCOCC2)cc1	3%	1	-11%	1	-1%	1%	-8%	10%	-8	0%	0%
Fc1ccc(-c2n[nH]c(=S)c3ccccc23)cc1	5%	4	16µM*	0	-46%	3%	0%	7.1µM*	-1	3%	-5%
CCC(=O)Nc1ccccc1C(=O)OCC(=O)c1cccc2ccccc12	14%	-3	4%	x	4%	-2%	1%	14%	4	-13%	10%
Cc1ccc(C(=O)NNC(=O)c2cccs2)cc1	2.8µM*	3	-3%	1	-6%	u	-5%	-10%	8	u	u
N#CC1(NC(=O)COC(=O)c2cccc(-n3cnnn3)c2)CCCCC1	-3%	-12	x	x	0%	-1%	0%	x	1	4%	-3%
CCCOc1ccc(CSC(CC(=O)O)C(=O)O)cc1 (stereo not given)	0%	-16	-3%	4	-1%	0%	0%	-14%	-29	5%	-7%

High-throughput results: PubChem, National Center for Advancing Translational Sciences (NCATS)
